uPA surface inh: blocks generation of uPA at the cell surface | cell surface uPA generation assay, qHTS | Potency, µM (top dose mostly 38.3 µM), inactives show at the top dose activity change, negative = inhibition, hits mostly inhibitors | 330,000 tested, 0.31% active | AID 540303; active means well fitted inhibition curve with a large enough effect; inconclusive means small, poorly fitted or top-dose-only effect; inactive means no such curve, though single readings can be large or run the other way; tested in mouse RAW 264.7 cells; further: on the % scale 0 is the no-effect control and ±100 the full control effect; nearly all actives have a fitted effect of over 55% in size
MBNL1-CUG inh: blocks human MBNL1 binding to CUG repeat RNA; Q9NR56; TR-FRET MBNL1-His/biotin-(CUG)12 binding, 665/545 ratio; Potency, µM (top dose mostly 57.5 µM), for inactives: at the top dose activity change, negative = inhibition, usual class: inhibitors; 280,000 tested, 0.036% active; AID 2675; active means well fitted inhibition curve with a large enough effect in the signal ratio, with a control signal flat, not every such curve was filed as active; inconclusive means small, poorly fitted or top-dose-only effect, or effect the other way, or a change in a side signal; inactive means no such curve, though single readings can be large or run the other way; the % refers to the signal ratio; further: on the % scale 0 is the no-effect control and ±100 the full control effect
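MBNL1-His + Biotin-(CUG)12, cpd titration 92 nM–58 uM; Tb anti-His Ab 0.055 ng/ul, SA-XL665 5 nM (final); 60 min RT; ratiometric 665/545 nm, Ex 340 nm; normalized to buffer and full-complex controls.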
ELG1 genotoxic: induces genotoxicity in HEK293T cells with luciferase-tagged ELG1 | Potency, µM (highest dose often 46 µM), without a hit: top-dose activity change, positive = activation, actives largely listed as activators | HEK293T ELG1-luciferase reporter, luminescence, 16 h | 330,000 tested, 1.3% active; further: % of control where 0% means no effect; nearly all actives have a fitted effect of over 60% in size
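Cells (2,000/well) expressing the ELG1-luciferase fusion are dosed by pin tool and kept 16 hr at 37 °C, 5% CO2. Signal comes from ONE-Glo luciferase reagent after 30 min at room temperature.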
Gal4-VP16 FLuc: inhibits Gal4-VP16 luciferase reporter, ROR gamma counter-screen. Drosophila S2 Gal4-VP16 UAS-luciferase, luminescence, 20 h. Potency, µM (series often up to 53.6 µM), inactives show top-dose activity, negative = inhibition, actives largely listed as inhibitors. 310,000 tested, 3.5% active;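 further: Gal4-VP16 expression switched on by copper sulfate through the metallothionein promoter; on the % scale 0 is the no-effect control and ±100 the full control effect; nearly all actives have a fitted effect of over 50% in size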
NPC1 prom act: activates the NPC1 promoter | AID 485313 | Huh7 NPC1 promoter luciferase reporter, 24 h | 320,000 tested, 2.4% active | Potency, µM (top dose mostly 9.22 µM), without a hit: at the top dose activation, hits mostly activators;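 further: % of control where 0% means no effect; nearly all actives have a fitted effect of over 60% in size; reporter is driven by a mutant NPC1 promoter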
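Cells: Huh7 expressing luciferase under the NPC1 promoter, 1500/well. Seeded 2 h, compound added, incubated 24 h at 37 °C. Luciferase reagent, 10 min ambient, then luminescence.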
Rab9 promoter act: Rab9 promoter activation | Huh7 Rab9 promoter-luciferase reporter, luminescence, 24 h | 320,000 tested, 2.8% active | Potency, µM (top dose mostly 9.22 µM), for inactives: top-dose activation, negative = inhibition, most hits filed as activators; further: % of control where 0% means no effect; nearly all actives have a fitted effect of over 60% in size
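Measured in stably transfected Huh7 cells bearing a Rab9 promoter–luciferase construct: 24 h compound treatment at 37 °C, followed by luminescence detection.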
RORgamma inh: ROR gamma (mouse) transcription inhibition; Drosophila S2 Gal4-RORgamma UAS-luciferase reporter, 20 h; Potency, µM (doses to about 53.6 µM), for the others: at the top dose activity change, negative = inhibition, hits mostly inhibitors; 310,000 tested, 5.4% active; further: on the % scale 0 is the no-effect control and ±100 the full control effect; nearly all actives have a fitted effect of over 60% in size
Target sequence (P51450 whole entry, looked up, the tested form may be a part): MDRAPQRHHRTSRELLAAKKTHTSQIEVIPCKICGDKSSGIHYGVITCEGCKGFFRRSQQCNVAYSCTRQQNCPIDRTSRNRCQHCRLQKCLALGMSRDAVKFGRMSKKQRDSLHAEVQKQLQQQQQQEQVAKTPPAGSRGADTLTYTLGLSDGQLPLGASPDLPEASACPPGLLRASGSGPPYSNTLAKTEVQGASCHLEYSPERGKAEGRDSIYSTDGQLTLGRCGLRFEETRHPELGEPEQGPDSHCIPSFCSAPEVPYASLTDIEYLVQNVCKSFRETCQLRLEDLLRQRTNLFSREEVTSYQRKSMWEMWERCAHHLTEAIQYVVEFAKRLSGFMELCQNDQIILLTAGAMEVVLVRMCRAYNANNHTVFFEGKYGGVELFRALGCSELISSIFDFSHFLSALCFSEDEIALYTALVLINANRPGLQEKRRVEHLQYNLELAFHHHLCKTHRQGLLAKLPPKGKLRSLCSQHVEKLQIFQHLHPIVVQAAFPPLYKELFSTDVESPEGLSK
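Drosophila S2 cells stably expressing Gal4-DBD/mouse RORγ fusion under metallothionein promoter plus UAS-luciferase; compound 1 h, then 700 uM CuSO4 induction for 20 h at ambient temperature; inhibition read as reduced luminescence.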
FLuc modulator: counter-screen for miR-21 project: firefly luciferase inhibitors or activators; P08659; purified FLuc, Km substrates, luminescence inhibition; Potency, µM (highest dose often 57.5 µM), for the others: at the top dose activity change, negative = inhibition, actives largely listed as inhibitors; 360,000 tested, 6.9% active; AID 588342;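 further: plate controls were vehicle for no effect and reference inhibitor for full effect; nearly all actives have a fitted effect of over 55% in size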
Target sequence (P08659 whole entry, looked up): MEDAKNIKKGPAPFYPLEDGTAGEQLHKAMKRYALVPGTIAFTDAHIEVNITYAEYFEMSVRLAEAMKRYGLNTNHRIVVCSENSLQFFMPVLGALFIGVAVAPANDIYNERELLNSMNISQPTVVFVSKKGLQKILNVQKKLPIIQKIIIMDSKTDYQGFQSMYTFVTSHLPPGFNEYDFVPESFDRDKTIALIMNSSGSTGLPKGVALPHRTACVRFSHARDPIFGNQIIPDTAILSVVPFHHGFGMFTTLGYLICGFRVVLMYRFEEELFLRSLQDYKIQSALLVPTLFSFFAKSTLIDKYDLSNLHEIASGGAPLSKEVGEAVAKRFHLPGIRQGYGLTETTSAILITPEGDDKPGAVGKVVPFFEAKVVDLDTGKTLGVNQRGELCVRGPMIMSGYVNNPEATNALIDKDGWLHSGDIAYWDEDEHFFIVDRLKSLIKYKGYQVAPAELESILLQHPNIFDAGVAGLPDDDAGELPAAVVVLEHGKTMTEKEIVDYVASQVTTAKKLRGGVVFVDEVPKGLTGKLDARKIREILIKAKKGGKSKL
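Biochemical qHTS of compounds, final roughly 60 µM downward over six points, against 10 nM purified firefly luciferase using Km concentrations of substrates (10 uM D-luciferin, 10 uM ATP) in Tris acetate pH 7.5 buffer; luminescence output.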
BRCA1 expr up: activators of BRCA1 expression; AID 624202; MCF7-BRCA1-FFLuc reporter, luminescence, 48 h; response scale: scaled: vehicle 0%, 10 µM genistein 100%; 380,000 tested, 1.1% active; Potency, µM (top dose mostly 46.1 µM), for inactives: at the top dose activation, most hits filed as activators; further: nearly all actives have a fitted effect of over 80% in size; some results filed as inactive show a strong effect at the top dose
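48 h compound treatment of MCF7-BRCA1-FFLuc cells (phenol-red free MEM, 37 °C), then 15 min with luciferase substrate and luminescence imaging.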
p53 reactivation: mutant p53 re-activation in reporter cells. AID 504706. H1299 p53-A138V BP100-luciferase reporter, luminescence, 24 h. Potency, µM (series often up to 92.2 µM), for inactives: at the top dose activity change, positive = activation, hits mostly activators. 320,000 tested, 0.063% active; further: % of control where 0% means no effect; nearly all actives have a fitted effect of over 45% in size
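H1299 (p53-null), stable ts p53-A138V + BP100-Luc; 1000 cells/well, Opti-MEM/10% FBS; cpd 4 pt, 1:5; 24 h, 37 deg C, 5% CO2; detection reagent 10 min RT; luminescence.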
An asterisk follows results filed as active; ? = inconclusive; · = not tested or not shown. Unless noted, the call rests on the fitted dose curve; in most records, active means well fitted curve in the direction sought with a large enough effect; inconclusive means small, poorly fitted or top-dose-only effect, or another doubt; inactive means no such curve, though single readings can be large; an effect the other way counts as inactive or inconclusive. Potency means the concentration at half of the fitted maximal effect.

canonical_smiles	uPA surface inh	MBNL1-CUG inh	ELG1 genotoxic	Gal4-VP16 FLuc	NPC1 prom act	Rab9 promoter act	RORgamma inh	FLuc modulator	BRCA1 expr up	p53 reactivation
O=C(NCCc1cccc(Cl)c1)c1cc([N+](=O)[O-])ccc1Cl	-5%	·	-6%	-6%	-9%	-6%	26%	4%	-14%	6%
O=C(Cc1ccccc1)Nc1ccc(S(=O)(=O)N2CCOCC2)cc1	0%	3%	4%	-10%	-5%	0%	-7%	-1%	-8%	-1%
C/C(=N\O)C(=O)NCCCNCCCN(C)C	0%	-5%	·	-7%	·	·	-1%	3%	23%	·
O=C(Cc1csc(NC(=O)Nc2ccc(Cl)cc2)n1)NCc1ccccn1	-3%	·	1%	·	?	?	·	1.1µM*	11µM*	24%
COc1ccc(-c2noc(CCCC(=O)N3CCN(c4cc(C)ccc4C)CC3)n2)cc1	-5%	·	13%	·	·	·	·	·	?	?
CCCCN(C)CCC(=O)Nc1ccc(C)cc1	-2%	·	5%	-9%	0%	1%	-14%	-2%	-1%	-6%
O=C(NCCc1cccnc1)c1cc(COc2ccc(F)cc2Cl)on1	-2%	1%	0%	2%	8%	6%	13%	19µM*	12%	8%
COc1ccc([N+](=O)[O-])cc1N(CC(O)CN1CCCC1)S(=O)(=O)c1ccc(C)cc1 (stereo not given)	-4%	10%	0%	-7%	0%	-1%	-8%	-1%	-7%	5%
COc1ccc(S(=O)(=O)NCC2CCCN(C(=O)CCC(F)(F)F)C2)cc1 (stereo not given)	2%	4%	1%	-5%	0%	0%	3%	1%	1%	·
COCCN(Cc1ccccc1)C(=O)C1CCN(S(=O)(=O)c2ccc3c(c2)OCCO3)CC1	18%	·	-3%	·	-3%	-6%	·	7%	-11%	-4%
CCc1nnc2c(N(C)S(=O)(=O)c3ccc(C)cc3)nc3ccccc3n12	0%	3%	?	17%	2%	0%	-9%	2%	-25%	0%
CN1CCN(c2ccc(Cl)cc2NC(=O)c2nn(-c3ccccc3)c(=O)c3ccccc23)CC1	1%	-3%	-1%	-18%	0%	0%	-21%	7%	-23%	0%
COC(=O)c1cc(S(=O)(=O)N2CCC(C(N)=O)CC2)oc1C	-4%	·	0%	-3%	0%	-1%	-5%	-2%	-2%	-2%
O=C(Nc1ccc(F)cc1F)c1cc2ccccc2oc1=O	-3%	17%	4.6µM*	2%	2µM*	1.8µM*	0%	0.76µM*	35%	9%
Cc1cccc(-n2c(C)cc(C(=O)NC3CCCCC3)c2C)c1	-14%	?	?	?	?	3.5µM*	?	21µM*	?	?
COc1ccccc1C(CNc1ccc(S(=O)(=O)N2CCCC2)cc1[N+](=O)[O-])N(C)C (stereo not given)	-9%	?	-14%	5%	2%	11%	4%	-1%	-50%	-6%
CCc1nonc1NC(=O)COc1cc(C)c(Cl)c(C)c1	-9%	-4%	2%	-15%	-1%	-1%	-6%	-1%	-19%	0%
CCCCn1c(CNC(=O)CC)nc2ccccc21	8%	3%	-8%	3%	2%	1%	-30%	1%	7%	-7%
COC(=O)CNC(=O)CSc1nnc(-c2ccc(OC)cc2)n1CC(C)C	·	-1%	-1%	-1%	-2%	-7%	-11%	1%	-4%	-2%
CCOCCCNC(=O)C(NC(=O)Cc1c[nH]c2ccccc12)c1ccc(OC)cc1 (stereo not given)	10%	-4%	0%	9%	-5%	6%	5%	4%	-27%	-2%
CCOP(=O)(Cc1ccc(C(C)(C)CC(C)=O)o1)OCC	-12%	-10%	-3%	1%	-1%	-7%	11%	3%	-20%	1%
COC(=O)c1[nH]c2cccc(OC)c2c1NC(=O)CCN1CCC(C)CC1	5%	5%	0%	-2%	0%	-1%	-27%	0%	-16%	-3%
O=C(CSc1nc2ncccc2[nH]1)c1ccc2c(c1)OCO2	7%	24%	9%	-17%	?	?	14%	0%	?	13%
CCCCN(C)C1CCN(C(=S)Nc2ccc(OC)cc2)CC1	0%	-17%	1%	-13%	0%	5%	1%	1%	-11%	0%
CC1(C)OC(=O)C=C[C@]2(C)[C@H]3CC[C@@]4(C)[C@H](c5ccoc5)OC(=O)[C@H]5O[C@]54[C@]3(C)C(=O)C[C@@H]12	-1%	·	-3%	·	-4%	0%	·	4%	-5%	7%
Cc1cc(C(F)(F)F)nn1CC(=O)Nc1ccc2c(c1)OCO2	5%	-3%	0%	1%	-9%	-1%	-3%	1%	-26%	-4%
COC(=O)C(NC(C)=O)(Nc1ccc(C)cn1)C(F)(F)F (stereo not given)	4%	-15%	0%	0%	0%	-3%	-4%	-2%	5%	0%
O=C(O)CCC(=O)NNC(=O)c1cccc(Br)c1	4%	·	2%	4%	0%	-2%	-1%	1%	-14%	6%
Cc1ccc(S(=O)(=O)C(C)C(=O)NCCS(=O)(=O)c2ccc(Cl)cc2)cc1 (stereo not given)	-6%	-8%	?	3%	-3%	-6%	28%	-1%	-3%	6%
Cc1cc(C)n2cc(CSCC(=O)O)nc2n1	11%	-6%	-1%	-2%	0%	-2%	-18%	-1%	-14%	1%
COC(=O)c1nn(-c2ccccc2)nc1-c1nn(-c2ccccc2)nc1C(=O)OC	-4%	-10%	?	-4%	9%	6%	10%	2.4µM*	40%	0%
Cc1sc(NC(=O)C2CC=CCC2C(=O)O)c(C(=O)OC(C)C)c1C (stereo not given)	-3%	-3%	-1%	5%	-1%	-2%	25%	12%	1%	-4%
Cc1ccc(CNC(=S)Nc2ccc(C)c([N+](=O)[O-])c2)cc1	1%	-10%	2%	3.5µM*	-4%	0%	6.3µM*	6%	-12%	10%
COc1cc(/C=C2/SC(=S)N(Cc3ccccc3)C2=O)cc(Cl)c1O	-10%	?	-10%	?	-4%	-4%	?	?	-11%	-3%
CN1CCN(C(CNC(=O)C(=O)NC2CCCCC2)c2ccc(F)cc2)CC1 (stereo not given)	-11%	·	2%	·	1%	-1%	·	11%	1%	1%
COc1ccc(NC(=O)CSc2nc(C3CC3)nc3ccccc23)cc1	-13%	3%	-16%	-3%	-11%	2%	-20%	0%	-23%	-2%
COc1cccc(NC(=O)C(Cc2ccccc2)NC(=O)C2CCC(C)CC2)c1 (stereo not given)	1%	7%	-1%	7%	0%	0%	21%	-11%	-19%	26%
CCCc1[nH]nc2c1C(c1cccc(OC)c1)C(C#N)=C(N)O2 (stereo not given)	-4%	-12%	-5%	22%	1%	-2%	20%	1%	1%	1%
CCCCc1nc(Cl)c(C#N)c2c1CSC(C)(C)C2	-23%	3%	6%	-11%	0%	-5%	?	-2%	-3%	3%
COc1ccc(S(=O)(=O)N2CCCCCC2)cc1C(=O)Nc1ccc(C(=O)N(C)C)cc1	-3%	·	1%	·	7%	-10%	·	1%	-3%	-4%

10 entries from above, sorted by heavy-atom count, low to high:
canonical_smiles	uPA surface inh	MBNL1-CUG inh	ELG1 genotoxic	Gal4-VP16 FLuc	NPC1 prom act	Rab9 promoter act	RORgamma inh	FLuc modulator	BRCA1 expr up	p53 reactivation
Cc1cc(C)n2cc(CSCC(=O)O)nc2n1	11%	-6%	-1%	-2%	0%	-2%	-18%	-1%	-14%	1%
O=C(O)CCC(=O)NNC(=O)c1cccc(Br)c1	4%	·	2%	4%	0%	-2%	-1%	1%	-14%	6%
CCCCc1nc(Cl)c(C#N)c2c1CSC(C)(C)C2	-23%	3%	6%	-11%	0%	-5%	?	-2%	-3%	3%
CCCc1[nH]nc2c1C(c1cccc(OC)c1)C(C#N)=C(N)O2 (stereo not given)	-4%	-12%	-5%	22%	1%	-2%	20%	1%	1%	1%
Cc1sc(NC(=O)C2CC=CCC2C(=O)O)c(C(=O)OC(C)C)c1C (stereo not given)	-3%	-3%	-1%	5%	-1%	-2%	25%	12%	1%	-4%
COc1ccc(NC(=O)CSc2nc(C3CC3)nc3ccccc23)cc1	-13%	3%	-16%	-3%	-11%	2%	-20%	0%	-23%	-2%
Cc1ccc(S(=O)(=O)C(C)C(=O)NCCS(=O)(=O)c2ccc(Cl)cc2)cc1 (stereo not given)	-6%	-8%	?	3%	-3%	-6%	28%	-1%	-3%	6%
CN1CCN(C(CNC(=O)C(=O)NC2CCCCC2)c2ccc(F)cc2)CC1 (stereo not given)	-11%	·	2%	·	1%	-1%	·	11%	1%	1%
COC(=O)c1nn(-c2ccccc2)nc1-c1nn(-c2ccccc2)nc1C(=O)OC	-4%	-10%	?	-4%	9%	6%	10%	2.4µM*	40%	0%
COc1ccc(S(=O)(=O)N2CCCCCC2)cc1C(=O)Nc1ccc(C(=O)N(C)C)cc1	-3%	·	1%	·	7%	-10%	·	1%	-3%	-4%
